High-throughput results: PubChem, several laboratories
HIV RNase H inh – inhibitors of HIV-1 reverse transcriptase RNase H. P04585. inhibition, % at 10 µM. 65,000 tested, 1.9% active. RT-RNase H RNA/DNA duplex cleavage, fluorescence. AID 565; in the data active = inhibition above about 50%
RmlCD inh mix – mixture blocks RmlC and RmlD coupled enzyme activity. RmlC/RmlD coupled enzyme inhibition, 384-well mixture HTS. inhibition, % at 5.5 µM. 110,000 tested, 0.39% active. AID 1532; in the data active = inhibition above about 30%, passing the limit was not always enough; inconclusive = no clear call, values can overlap the other calls; also: strong numbers were not always called active
The depositor's hits bear a star; ? = inconclusive; . = no result given.

SMILES | HIV RNase H inh | RmlCD inh mix
CCC(C)C(=O)N1c2ccccc2C(=C2SC(C(=O)OC)=C(C(=O)OC)S2)C(=S)C1(C)C (stereo unspecified) | . | 9
O=C(Cn1ncc2c(=O)oc3ccccc3c21)NCCC1=CCCCC1 | -14 | 10
O=C1CC(c2ccccc2)CN1S(=O)(=O)c1ccccc1 (stereo unspecified) | -22 | -2
COCCNC(=O)c1c(N)n(CCCn2ccnc2)c2nc3ccccc3nc12 | -2 | 124*
COc1ccc(OCCC(=O)NCc2ccccc2)cc1 | 5 | -2
O=C(O)C1C2C=CC3(CN(Cc4ccccn4)C(=O)C13)O2 (stereo unspecified) | 13 | -18
CCOc1cc(-c2noc(CCCC(N)=O)n2)cc(Br)c1OC | -4 | 2
O=C(NNC(=O)c1cccc2ccccc12)c1ccco1 | . | -8
O=C(C1=C(O)C(=O)N(CCCN2CCOCC2)C1c1ccccn1)c1cc2ccccc2o1 (stereo unspecified) | 2 | -11
CCOC(=O)CC1C(=O)NCCN1C(=O)Nc1ccc(Cl)cc1 (stereo unspecified) | . | -12
CC(c1ccccc1)C1CC(=O)N(CC(=O)O)C1=O (stereo unspecified) | -3 | -61
Cc1ccc(C(=O)NCCc2csc(C)n2)cc1 | . | 3
Nc1nc2n[nH]nc2c(=O)[nH]1 | . | -15
O=C(COC(=O)CSCC(=O)N1CCCCC1)Nc1ccc(Cl)cc1 | -17 | 6
COc1ccc(CCN(C)CCN2C(=O)c3ccccc3C2=O)cc1OC | 12 | 12
COc1ccc(NC(=O)C(c2ccc(C)cc2)N(C)C(=O)CNC(C)=O)cc1 (stereo unspecified) | . | -9
CC(C)COn1c(=S)[nH]c2ccccc2c1=O | . | 1
O=C1CC(c2ccc(S(=O)(=O)N3CCN(c4ccccc4)CC3)cc2)CN1 (stereo unspecified) | -6 | -3
CCCn1cnc2c(N)c(C)c(C)cc21 | . | -20
Cc1ccc(S(=O)(=O)n2nc(-c3ccc(Cl)cc3)nc2NCc2ccco2)cc1 | 10 | -10
Cc1cc(C(=O)Nc2nc3ccc(S(C)(=O)=O)cc3s2)c(C)o1 | -1 | 7
CC/C=C/C(=O)N1CC2(CC(c3cccc(NC(=O)CCCCC)c3)=NO2)C[C@H]1C(N)=O (stereo partly specified) | . | -12
O=C1C=C(N(CCO)CCO)C2(CCCCC2)O1 | -3 | -1
Cc1cc(C)c(S(C)(=O)=O)c(S(=O)(=O)c2ccc(Cl)cc2)n1 | . | -9
COc1cc(C2C3=C(CCCC3=O)Nc3[nH]n(-c4ccccc4)c(=O)c32)ccc1O (stereo unspecified) | . | 20

Grouped by structure: those above with four or more nitrogen atoms.
SMILES | HIV RNase H inh | RmlCD inh mix
COCCNC(=O)c1c(N)n(CCCn2ccnc2)c2nc3ccccc3nc12 | -2 | 124*
Nc1nc2n[nH]nc2c(=O)[nH]1 | . | -15
Cc1ccc(S(=O)(=O)n2nc(-c3ccc(Cl)cc3)nc2NCc2ccco2)cc1 | 10 | -10
CC/C=C/C(=O)N1CC2(CC(c3cccc(NC(=O)CCCCC)c3)=NO2)C[C@H]1C(N)=O (stereo partly specified) | . | -12

More results follow.
SMILES | HIV RNase H inh | RmlCD inh mix
CC1CCc2sc3nc(N4CCN(CCO)CC4)n4ncnc4c3c2C1 (stereo unspecified) | 1 | 1
c1ccc(CCc2nc(-c3ccc(-n4cccc4)cc3)no2)cc1 | . | -12
O=C(NC1CCCCC1)C(c1ccc2ncccc2c1)N(Cc1ccccc1)C(=O)c1cccs1 (stereo unspecified) | . | -119
CCOc1ccc(-n2c(SC(C)C(=O)OC)nc3c(c2=O)SCC3)cc1 (stereo unspecified) | . | -1
COC(=O)c1cc(C#N)c(NCc2ccccc2)nc1C | . | -4
CCCCNC(=O)c1onc(CSc2ccccc2F)c1C(=O)O | . | -4
CCCCCNC(=O)C1CC=CCC1C(=O)O (stereo unspecified) | . | -7
O=C(Nc1ccc2c(c1)oc1ccccc12)N1CCOCC1 | 0 | 11
Nc1ccc(C(=O)c2ccccc2C(=O)O)cc1Cl | -16 | -14
CCC(=O)Nc1ccc(Cl)c(NC(=O)c2ccc(Br)o2)c1 | -14 | .
O=C(CN1C(=O)C2CC=C(Cl)CC2C1=O)N1CCOCC1 (stereo unspecified) | -4 | 2
CCOC(=O)/C=C1\NC(C)(C)Cc2cc(OC)c(O)cc21 | 7 | 0
Cc1ccc(-n2c(SCC(=O)NCc3ccco3)nc3nc4c(cc3c2=O)COC(C)(C)C4)cc1 | 13 | -11
CCn1c(SCC(=O)N2CCc3ccccc32)nc2c(c1=O)SC(C)C2 (stereo unspecified) | -35 | -15
CCN1C(=O)c2cccc3c(S(=O)(=O)Nc4c(C)n(C)n(-c5ccccc5)c4=O)ccc1c23 | -14 | -15
O=C(c1nn2c(C(F)(F)F)cc(-c3ccccc3)nc2c1Cl)N1CCOCC1 | -2 | -6
CC1CCC(C(C)C)C(OC(=O)CSc2nc(N)cc(=O)[nH]2)C1 (stereo unspecified) | . | -6
Cc1cc(C)nc(N2CCN(c3nc(C)cc(C)n3)CC2)n1 | -6 | 11
O=C(CCSc1nc(-c2ccco2)cc(C(F)(F)F)n1)N1CCCc2ccccc21 | -14 | 8
CCN(CCO)C(=O)C(c1ccccc1)c1ccccc1 | . | 3
COC(=O)[C@H](CC(C)C)NC(=O)Nc1ccc2c(c1)OCCO2 | -7 | -10
O=C1c2ccccc2C(=O)N1CCCCN1CCN(CCCCN2C(=O)c3ccccc3C2=O)CC1 | -12 | .
Cc1ccc2cc(CN(Cc3cccs3)Cc3nnnn3C(C)(C)C)c3nnnn3c2c1 | 0 | .
Cc1nnc2sc(-c3cccc(NC(=O)c4cccnc4)c3)nn12 | -9 | -2
CCCCC(=O)Nc1ccc(C(=O)N2CCCC(C(=O)OCC)C2)cc1 (stereo unspecified) | -12 | 2
SMILES | HIV RNase H inh | RmlCD inh mix
Cc1n[nH]c(=O)nc1NCCc1ccccc1 | . | 8
COc1cc(NS(=O)(=O)c2ccc(NC(=O)c3ccc(C)o3)cc2)nc(OC)n1 | -3 | 4
CSC1=C(C#N)C(C)C2=C(CC(C)(C)CC2=O)N1 (stereo unspecified) | -4 | -7
COc1cc(C(=O)Nc2cccc(-c3nncn3C)c2)cc(OC)c1OC | -1 | 11
Cc1cccc2cc(CN(CCCO)C(=O)Nc3ccc(Cl)cc3)c(=O)[nH]c12 | -8 | -8
C=CCN(C(=O)Nc1ccc(Cl)cc1)C1CC(=O)N(c2ccc(OC)cc2)C1=O (stereo unspecified) | 1 | .
COCC1=C(C(=O)OC(C)OC(=O)OC(C)C)N2C(=O)[C@@H](NC(=O)/C(=N\OC)c3csc(N)n3)[C@H]2SC1 (stereo partly specified) | . | -9
CCn1cc(C(=O)NCC2CCCO2)c(=O)c2cc(S(=O)(=O)N3CCCCCC3)ccc21 (stereo unspecified) | -2 | 2
O=S(=O)(Nc1ccccn1)c1ccc(Cl)cc1 | -7 | 4
O=C(COC(=O)c1ccc(S(=O)(=O)N2CCOCC2)cc1)NC1CCCC1 | 0 | -21
Cc1oc(-c2ccc3c(c2)OCCO3)cc1C(=O)NC(CCC(=O)O)C(=O)O (stereo unspecified) | 25 | 4
CCCc1ccc(Oc2cn[nH]c2-c2ccc(O)c(C)c2O)cc1 | -24 | -17
COc1cccc(C(=O)Nc2cccc(C(=O)NC3=NN(c4c(Cl)cc(Cl)cc4Cl)C(=O)C3)c2)c1 | . | 8
COc1ccc(C(=O)Nc2ccc3c(c2)Cc2ccccc2-3)cc1 | . | 15
COc1cc(NC(=O)C2C3C=CC(C3)C2C(=O)O)c(OC)cc1Cl (stereo unspecified) | 0 | 6
COc1ccc(/C=C/C(=O)c2ccc(OC)cc2OC)cc1 | . | 11
CCCOc1ccc(OCCCCNC(C)CC)cc1 (stereo unspecified) | . | 5
CCCCN(C)C(=O)C1CCN(Cc2ccccn2)CC1 | -3 | -9
COc1cccc(NC(=O)NC2(C(F)(F)F)Oc3ccccc3O2)c1 | 22 | 8
Cn1c(=O)[nH]c(=O)c2c1nc(OC(=O)c1ccccc1)n2CC(O)COc1ccccc1 (stereo unspecified) | -2 | 1
O=C(CN1CCN(Cc2ccccc2)CC1)NCC1COc2ccccc2O1 (stereo unspecified) | -9 | -6
Cc1ccc(OCC(=O)NCCO)cc1C | 2 | 10
O=C(Oc1cccc(-n2cnnn2)c1)c1ccco1 | . | -6
Cc1ccc(C(=O)NCc2nnc(SCC(=O)Nc3sc4c(c3C#N)CCCC4)n2C)cc1 | 14 | .
COc1ccc(S(=O)(=O)N2CCC(C(=O)N3CCc4ccccc4C3)CC2)cc1OC | 1 | -10

Compound profiles, as listed above. Screens in order: HIV RNase H inh, RmlCD inh mix
O=C(Oc1cccc(-n2cnnn2)c1)c1ccco1 is listed as ., -6
Cc1ccc(OCC(=O)NCCO)cc1C is listed as 2, 10
COCC1=C(C(=O)OC(C)OC(=O)OC(C)C)N2C(=O)[C@@H](NC(=O)/C(=N\OC)c3csc(N)n3)[C@H]2SC1 (stereo partly specified) is listed as ., -9
COc1ccc(/C=C/C(=O)c2ccc(OC)cc2OC)cc1 is listed as ., 11
Cc1n[nH]c(=O)nc1NCCc1ccccc1 is listed as ., 8

Later entries.
SMILES | HIV RNase H inh | RmlCD inh mix
CCCCN=C1NC(=O)C(CC(=O)Nc2ccc(Cl)cc2)S1 (stereo unspecified) | . | -29
COc1ccc([C@@H]2COc3c(ccc4c3C=CC(C)(C)O4)C2)c(OC)c1 | . | -10
COc1ccc(NC(=O)c2ccc(OC)cc2)cc1 | 3 | 0
O=C(O)c1cn[nH]c1-n1cnnn1 | -5 | 4
CS(=O)(=O)N(CC(=O)NCc1ccccc1)Cc1ccc(Cl)cc1 | . | 10
COc1ccc(C(=O)Nc2cccnc2)cc1OC | . | -9
Cc1ccc2[nH]c(=O)c3cc(C(=O)N(C)Cc4ccco4)sc3c2c1 | -23 | 14
Cc1ccc(C2CC(C(F)F)n3ncc(C(=O)Nc4c(C)nn(Cc5c(F)cccc5Cl)c4C)c3N2)cc1 (stereo unspecified) | . | 17
Cc1ccc(NC(=O)COc2ccc(/C=N/NC(=O)CSCc3ccccc3)cc2)cc1 | . | 9
CC(OC(=O)c1cccs1)C(=O)NCc1ccccc1 (stereo unspecified) | -11 | -6
C/C(=N/OC(=O)c1c(F)cccc1F)c1nccs1 | . | 0
Cc1cc(NC(=O)c2noc3c2CCc2ccccc2-3)n(-c2ccccc2)n1 | 11 | -8
CCOC(=O)c1cc(C)n(Cc2ccccc2)c1C | -13 | -16
O=C(Nc1cccc(Cl)c1Cl)C1CCN(c2ncccn2)CC1 | -15 | -12
Cc1ccc(C(C)C)c(OCCN)c1 | -19 | 4
CCC(C)OC(=O)C1C(c2ccccc2)C(C(=O)O)C1c1ccccc1 (stereo unspecified) | . | -16
CC(C)NC(=O)/C(=C\c1cccc([N+](=O)[O-])c1)NC(=O)c1ccccc1 | . | -10
CC1CCN(S(=O)(=O)c2ccc(S(=O)(=O)NCc3ccco3)cc2)CC1 | . | -9
O=C(CCn1cccc1)N1CCc2ccccc21 | -8 | -11
O=C1C2CC=C(Cl)CC2C(=O)N1CC1Cc2ccccc2CO1 (stereo unspecified) | 7 | .
CCc1nn2c(=O)cc(N3CCN(c4cc(C)nc5ccccc45)CC3)nc2s1 | -1 | -4
O=C(c1cccs1)N(Cc1cccc(Cl)c1)C1CCS(=O)(=O)C1 (stereo unspecified) | -5 | 4
CCN(CCCNc1ncnc2nc[nH]c12)c1cccc(C)c1 | -5 | -3
O=C(O)/C=C\C(=O)Nc1ccccc1C(=O)N1CCN(c2ccc(Cl)cc2)CC1 | . | 7
CC(C)Cc1cc(-c2ccco2)c(C#N)c(N)n1 | 0 | -26

Reprinted from the part before: six compounds; new compounds follow.
SMILES | HIV RNase H inh | RmlCD inh mix
O=C1C2CC=C(Cl)CC2C(=O)N1CC1Cc2ccccc2CO1 (stereo unspecified) | 7 | .
CCc1nn2c(=O)cc(N3CCN(c4cc(C)nc5ccccc45)CC3)nc2s1 | -1 | -4
O=C(c1cccs1)N(Cc1cccc(Cl)c1)C1CCS(=O)(=O)C1 (stereo unspecified) | -5 | 4
CCN(CCCNc1ncnc2nc[nH]c12)c1cccc(C)c1 | -5 | -3
O=C(O)/C=C\C(=O)Nc1ccccc1C(=O)N1CCN(c2ccc(Cl)cc2)CC1 | . | 7
CC(C)Cc1cc(-c2ccco2)c(C#N)c(N)n1 | 0 | -26
CC(=O)c1cnn(-c2nc3c(C)cccc3s2)c1C | . | -10
Cc1ccc(-c2c(C#N)c(N)n3c(nc4ccccc43)c2C#N)cc1 | . | -5
C#CCOCCOCCOCCNc1nc(N2CCN(C(=O)[C@H](CCC(=O)O)n3cc(C(N)CO)nn3)CC2)nc(N2CCN(C(=O)[C@H](Cc3cc4ccccc4[nH]3)n3cc(C(N)[C@H](C)CC)nn3)CC2)n1 (stereo partly specified) | . | -9
COC(=O)c1cccc(N2C(=O)c3cccnc3C2=O)c1 | 2 | 5
Cc1ccc(S(=O)(=O)n2nc(C)c(Br)c2C)c(C)c1C | -21 | -7
Cc1onc(-c2ccccc2Cl)c1C(=O)N1CCc2ccccc2C1 | . | -11
COc1cccc(S(=O)(=O)NCc2ccc(C(=O)NCC3CCCO3)cc2)c1 (stereo unspecified) | -7 | -25
COc1ccc(OC)c(NC(=O)CSCc2cnn(-c3ccccc3)c2-n2cccc2)c1 | -15 | -1
O=C(CC1NCCNC1=O)Nc1ccc(Oc2ccccc2)cc1 (stereo unspecified) | -2 | -8
CCN1CCn2c1nc(N1CCOCC1)nc2=O | -8 | -10
CCOC(=O)C(OC(=O)c1sc(=S)n(C)c1C)C(C)=O (stereo unspecified) | 13 | 10
O=[N+]([O-])C1=C(Nc2cccc3ccccc23)CS(=O)(=O)C1 | . | 14
FCCCOc1ccc(-c2nccc(-c3ccc(Br)cc3)n2)cc1 | . | 44
O=C(CSc1nnc(-c2cnccn2)n1Cc1ccco1)c1ccccc1 | -2 | 45
COC(=O)[C@@H](NC(=O)NCc1ccc(F)cc1)C(C)C | . | -9
Cc1cccc(-c2nc(CS(=O)CC(=O)N3CCN(C)CC3)c(C)o2)c1 (stereo unspecified) | -11 | ?

This is a subset, so the mix of outcomes need not match the whole.
